Source: PubChem (several laboratories)
CHRM5 antagonist: CHRM5 antagonism in calcium assay; P08912; CHO-hM5 cells, Fluo-8 calcium fluorescence, ACh EC80; inhibition, % at 3 µM; 0.59% of 360,000 active; AID 624040;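 active = inhibition above a per-plate cutoff, the mean of that plate's test compounds plus 3 SD, cut at about 27% in these data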;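 note: 0% = acetylcholine EC80 with DMSO and 100% = DMSO without agonist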
CHRM4 agonist: CHRM4 agonism in calcium assay | 0.14% of 360,000 active | activation, % at 3 µM | AID 624127 | P08173 | CHO-K1 hM4/Gqi5, Fluo-8 calcium fluorescence; vehicle 0%, full acetylcholine response 100%;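 active = activation above the run mean over all test wells plus 3 SD, cut at about 32% in these data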;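 note: peak over basal fluorescence ratio per well then scaled between controls; 0% = DMSO wells and 100% = acetylcholine at EC100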
Target sequence (P08173 whole entry, looked up): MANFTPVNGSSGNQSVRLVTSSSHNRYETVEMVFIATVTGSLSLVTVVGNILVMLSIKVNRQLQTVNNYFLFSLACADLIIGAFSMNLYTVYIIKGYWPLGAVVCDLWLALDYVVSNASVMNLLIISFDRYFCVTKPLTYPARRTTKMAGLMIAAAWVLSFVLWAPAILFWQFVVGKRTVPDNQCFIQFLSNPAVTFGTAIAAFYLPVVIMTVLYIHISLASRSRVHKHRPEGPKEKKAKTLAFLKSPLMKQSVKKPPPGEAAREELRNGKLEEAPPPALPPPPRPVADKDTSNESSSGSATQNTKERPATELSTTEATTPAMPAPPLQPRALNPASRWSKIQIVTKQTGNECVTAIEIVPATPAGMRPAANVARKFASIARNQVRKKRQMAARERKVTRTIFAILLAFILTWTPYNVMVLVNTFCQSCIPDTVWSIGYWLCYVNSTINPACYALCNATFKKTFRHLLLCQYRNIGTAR
CRFR2-BP ag: CRF-BP/CRF-R2 complex agonism; AID 588473; HEK293 CRF-R2/CRF-BP, calcium dye fluorescence (FLIPR); percent of saturating CRF peptide response; activation, % at 13.2 µM; 0.46% of 350,000 active;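 active = activation of at least 50%, plus an integration ratio under a set limit after plate pattern correction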;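 note: plate controls were neutral control wells without compound for no effect and CRF at EC100 for full effect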
CHRM5 agonist: CHRM5 agonism in calcium assay; CHO-K1 hM5 cells, Fluo-8 calcium fluorescence; 0% DMSO wells, 100% maximal acetylcholine response; activation, % at 3 µM; 0.19% of 360,000 active;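 active = activation above the run's mean over test compounds plus 3 SD, cut at about 23% in these data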;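 note: signal is peak over basal fluorescence ratio across the kinetic read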
CHRM1 PAM: positive allosteric modulators of human M1 muscarinic receptor | CHO-K1 hM1, Fluo-8 calcium fluorescence, ACh EC20; 0% = ACh EC20, 100% = maximal ACh | activation, % at 3 µM | P11229 | AID 588819 | 0.088% of 360,000 active; in the data active = activation above about 19%, passing the limit was not always enough
Target sequence (P11229 whole entry, looked up): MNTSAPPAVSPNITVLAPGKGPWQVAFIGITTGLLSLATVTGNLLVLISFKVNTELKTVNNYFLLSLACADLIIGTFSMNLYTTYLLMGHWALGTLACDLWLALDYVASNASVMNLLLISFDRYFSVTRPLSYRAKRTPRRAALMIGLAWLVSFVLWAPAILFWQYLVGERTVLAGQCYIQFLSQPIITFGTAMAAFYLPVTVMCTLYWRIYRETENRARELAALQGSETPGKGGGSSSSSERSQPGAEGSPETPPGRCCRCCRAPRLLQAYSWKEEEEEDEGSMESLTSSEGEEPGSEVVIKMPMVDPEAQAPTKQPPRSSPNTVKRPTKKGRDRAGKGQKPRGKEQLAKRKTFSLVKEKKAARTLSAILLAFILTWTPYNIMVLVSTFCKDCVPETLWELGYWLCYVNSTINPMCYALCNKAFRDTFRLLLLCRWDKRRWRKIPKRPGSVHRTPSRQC
CRFR2-BP antag: antagonists of CRF-binding protein/CRF-R2 receptor complex. AID 588475. inhibition, % at 11.8 µM. 0.59% of 350,000 active. HEK293 CRF-R2/CRF-BP, CRF-induced calcium fluorescence;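 active = inhibition of the ligand-induced calcium signal above about 50% at the single tested concentration, limit read from the data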
M4 antag: antagonists of human muscarinic M4 receptor (CHRM4); 0.73% of 360,000 active; P08173; inhibition, % at 3 µM; CHO-hM4 cells, ACh EC80, Fluo-8 calcium fluorescence;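 active = inhibition above its plate's cutoff, the mean inhibition of sample wells plus 3 SD, cut at about 27% in these data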;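 note: 0% = acetylcholine EC80 with DMSO and 100% = DMSO without agonist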
M4 PAM: positive allosteric modulators of human muscarinic M4 receptor. activation, % at 3 µM. CHO-K1 hM4/Gqi5, Fluo-8 calcium fluorescence, ACh EC20; 0% = ACh EC20, 100% = maximal ACh. 0.4% of 360,000 active. P08173;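 active = activation above its plate's cutoff, the mean activation of sample wells plus 3 SD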; note: some results filed as inactive read as strong as hits
CHRM5 PAM: CHRM5 positive allosteric modulation; P08912; CHO-K1 hM5, Fluo-8 calcium, ACh EC20 PAM; 0% = ACh EC20, 100% = ACh EC100; activation, % at 3 µM; 0.3% of 360,000 active; AID 624038;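 active = activation above the run cutoff, the mean activation of all test compounds plus 3 SD, cut at about 18% in these data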
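system = human M5 receptor in CHO-K1 cells | reagent = EC20 acetylcholine as agonist stimulus | compound dosing = single-point, 3 µM nominal | incubation = Fluo-8 loading 80 min at 37 °C plus 30 min room temperature | detection = Fluo-8 calcium dye fluorescence, kinetic read | benchmarks = low control EC20 acetylcholine (0%), high control EC100 acetylcholine (100%)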
* = called active by the depositor; x = no result given. An unsorted share of the library. About 2.6% of those tested had a hit in this group.

SMILES	CHRM5 antagonist	CHRM4 agonist	CRFR2-BP ag	CHRM5 agonist	CHRM1 PAM	CRFR2-BP antag	M4 antag	M4 PAM	CHRM5 PAM
CCOC(=O)c1cc(-c2ccccc2)n(CCC(=O)NC(C)CC)c1C (stereo not given)	4	-1	-4.5	0	10	11	-4	-8	-3
CC(C)(C)CC(=O)Nc1nnc(SCC(=O)NC2CCCCC2)s1	5	3	0.7	-1	4	-11	9	-4	7
CCc1ccc(/C(C)=N/NS(=O)(=O)c2ccc(OC)cc2)s1	6	-1	-1.8	-3	0	18	5	-5	-7
O=C(C1CCN(S(=O)(=O)c2c(Cl)cccc2Cl)CC1)N1CCCC1	7	1	1.2	0	1	-4	-5	-2	-5
O=C1CCCC(O)=C1C=NCc1ccccc1	-3	1	-2.4	-15	4	22	-18	7	1
O=C(CCCCCn1c(=S)[nH]c2cc3c(cc2c1=O)OCO3)N1CCN(C2CCCCC2)CC1	31*	10	-2.9	-5	-18	1	12	-27	-15
Cc1ccc(Nc2nc(N)nc(CN3CCN(c4ccccc4F)CC3)n2)cc1	-6	3	-3.1	-9	4	-25	-12	1	-13
O=c1cnc(-c2ccc(Cl)cc2)cn1O	-3	2	1.4	1	15	0	2	6	2
Cc1cc2c(c(=O)n1CCc1ccccc1)C(C(C)C)C(C#N)=C(N)O2 (stereo not given)	-1	1	-2.4	-5	2	-14	8	-6	-10
CCN1CCN(CCCNC(=O)c2ccc(/C=C3/Sc4ccccc4N(Cc4ccccc4F)C3=O)cc2)CC1	18	15	-0.9	-16	-17	4	12	-34	-22
O=C(O)CSCC(=O)N1CCCN(c2nccc(C(F)(F)F)n2)CC1	11	0	-0.9	-3	-1	-3	0	5	-2
CSc1nccc(NC(=O)c2ccc(C(C)(C)C)cc2)n1	33*	10	-0.9	-2	-21	-1	6	-11	-17
C[C@@H]1CN([C@@H](C)CO)C(=O)c2cccc(NS(C)(=O)=O)c2O[C@H]1CN(C)Cc1ccc(C(=O)O)cc1	23	2	-0.3	-1	0	-2	4	4	-6
COc1cccc(C(O)c2ncc(-c3cccc4ccccc34)[nH]2)c1 (stereo not given)	3	3	x	0	-2	x	-1	1	-4
CCN1C(=Nc2ccc(Cl)cc2)SC/C1=C\C(=O)OC	-4	2	-0.7	2	1	43	-6	14	2
CCCCCc1cc(OC)cc2c1C(=O)OC(C)(C)O2	3	-1	1.5	-1	12	2	-14	15	1
COc1ccc(S(=O)(=O)N(CCC#N)Cc2ccco2)cc1OC	16	12	-3.6	1	-6	3	8	-33	-18
COc1ccc(-c2ccnc3nc(N4CCOCC4)nn23)cc1	8	-2	-0.4	1	-3	-6	0	2	1
CC1(C(=O)NCc2cccc(Cl)c2)Cc2c(-c3ccccc3)ccnc2O1 (stereo not given)	5	0	x	-1	0	x	-2	-2	0
CCCCNC(=O)Cn1cnc2sc(C)c(S(=O)(=O)N3CCN(c4ncccn4)CC3)c2c1=O	18	1	-2.5	-4	11	7	1	-3	-9
COc1ccc(CNC(=O)CN(Cc2ccc(Cl)cc2)C(=O)c2csnn2)cc1	-9	5	1.0	3	2	-2	10	-2	3
CCOCc1nnc(NC(=O)CCc2ccccc2)s1	-3	0	-3.2	-5	-1	3	-5	-1	2
O=C(NN=CC=Cc1ccccc1)C(O)C(O)C(=O)NN=CC=Cc1ccccc1 (stereo not given)	8	2	0.3	1	16	-11	1	6	3
Cc1[nH]c(=O)c(C#N)c2c1COC(C)(C)C2	1	1	1.9	-3	10	30	1	5	0
CCSC1=N/C(=C\c2ccccc2)C(=O)N1c1ccc(OC)cc1	0	0	2.6	-3	4	-5	-12	-3	3

New compounds follow.
SMILES	CHRM5 antagonist	CHRM4 agonist	CRFR2-BP ag	CHRM5 agonist	CHRM1 PAM	CRFR2-BP antag	M4 antag	M4 PAM	CHRM5 PAM
CCC(C)NC(=O)CCn1c(-c2ccc(F)cc2)cc(C(C)=O)c1C (stereo not given)	-8	1	-0.1	-4	-3	-2	1	3	4
COc1ccc(Cl)cc1N(CC(=O)Nc1ccccc1C(=O)NCc1ccco1)S(C)(=O)=O	2	9	-2.3	7	-3	-3	8	-3	-3
Cc1oc(-c2ccccc2F)nc1CS(=O)(=O)CC(=O)N1CCCCCC1	-5	0	-1.2	1	0	2	4	-5	1
C[C@@H]1CN([C@H](C)CO)S(=O)(=O)c2ccc(-c3cccc(C#N)c3)cc2O[C@H]1CN(C)C(=O)Nc1cc(F)ccc1F	4	8	-1.4	0	4	4	-8	-4	1
Cc1ccc(C2=CC(c3ccc(N(C)C)cc3)n3nnnc3N2)cc1 (stereo not given)	4	11	4.4	7	-10	-12	-12	-6	-9
C/C(=N\NC(=O)c1nnn(-c2nonc2N)c1CN(C)c1ccccc1)c1ccc(O)cc1	6	0	0.6	-3	1	-34	7	-5	-5
CC1CCN(C(=O)c2ccc(NC(=O)c3cccs3)cc2)CC1	7	1	0.6	-2	-6	-3	0	-4	-4
CCOC(=O)C1CN(S(=O)(=O)c2cc(OC)ccc2OC)C1	13	0	0.7	-1	8	6	7	3	-2
O=C(CCNS(=O)(=O)c1cccc2nsnc12)Nc1ccc2c(c1)OCCO2	4	1	1.1	-9	3	-11	-1	-1	2
CCc1cccc(CC)c1NC(=O)C1CC(=O)N(c2ccc3c(c2)OCCO3)C1 (stereo not given)	2	1	-2.0	-5	6	2	-3	2	2
COc1cc(NC(=O)c2cc(OC)c(OC)c(OC)c2)cc(-n2cnnn2)c1	12	3	0.1	-2	5	-2	3	7	-1
CC(=O)c1c(C)[nH]c(C(=O)OCC(=O)Nc2ncc(Cl)c(C)c2Cl)c1C	-6	3	0.8	-3	2	-1	8	-3	0
CCCCN(C=O)c1c(CC)nc2ccc(C(=O)N3CCN(C)CC3)cn12	4	1	x	0	10	x	-8	2	0
CCOc1cccc(OCCCNCCCOC)c1	-1	0	4.8	-4	10	11	-5	6	1
Fc1cccc(-c2oncc2-c2nnnn2-c2ccc(Cl)cc2)c1	2	0	0.1	-4	-1	31	-4	-2	-5
O=C(/C=C/c1ccccc1[N+](=O)[O-])Nc1ccc(S(=O)(=O)Nc2ncccn2)cc1	18	0	0.2	-3	6	-7	-8	1	-4
O=C(CSc1nncn1-c1ccccc1F)NC1CC1	3	1	0.7	2	1	-1	-11	0	-2
CSc1ccc(CCNC(=O)C2CCCN(c3ncnc4c3nc3n4CCCCC3)C2)cc1 (stereo not given)	2	9	-1.5	-5	-13	-12	4	-11	-2
CCN(c1ccccc1)S(=O)(=O)c1ccc(C(=O)Nc2nnc(CSC)o2)cc1	6	0	-1.1	-2	11	2	10	0	1
COCc1[nH]nc2c1C(c1ccc(OC)cc1)C(C#N)=C(N)O2 (stereo not given)	11	0	0.7	-4	3	-14	6	6	7
Cc1cccc(N2CCN(C(=O)CCc3nc4ccccc4[nH]3)CC2C)c1 (stereo not given)	-3	4	0.4	1	2	-1	-8	-5	-4
COc1ccc(C(=O)OCC(=O)Nc2ccc3c(c2)OCO3)cc1S(=O)(=O)N1CCOCC1	8	5	0.2	2	3	-5	1	3	-9
CCc1cc(=O)oc2cc(C)cc(OCC(=O)NCC(O)c3ccccc3)c12 (stereo not given)	11	5	1.1	-4	2	-11	5	0	-10
COC(=O)[C@@]12C[C@@H](CC(=O)N3CCCCC3)C(=O)N(Cc3ccco3)C1=CCC(C)(C)C2	-4	1	x	-1	x	x	-1	-5	5
S=C(NCc1ccco1)N1CCN(C(c2ccccc2)c2ccccc2)CC1	5	1	0.5	-6	-18	19	23	-13	-19

Complete entries as entered above. Values in the order: CHRM5 antagonist | CHRM4 agonist | CRFR2-BP ag | CHRM5 agonist | CHRM1 PAM | CRFR2-BP antag | M4 antag | M4 PAM | CHRM5 PAM
S=C(NCc1ccco1)N1CCN(C(c2ccccc2)c2ccccc2)CC1 reads 5 | 1 | 0.5 | -6 | -18 | 19 | 23 | -13 | -19
CCOc1cccc(OCCCNCCCOC)c1 reads -1 | 0 | 4.8 | -4 | 10 | 11 | -5 | 6 | 1
CC(=O)c1c(C)[nH]c(C(=O)OCC(=O)Nc2ncc(Cl)c(C)c2Cl)c1C reads -6 | 3 | 0.8 | -3 | 2 | -1 | 8 | -3 | 0
CCCCCc1cc(OC)cc2c1C(=O)OC(C)(C)O2 reads 3 | -1 | 1.5 | -1 | 12 | 2 | -14 | 15 | 1
O=C(NN=CC=Cc1ccccc1)C(O)C(O)C(=O)NN=CC=Cc1ccccc1 (stereo not given) reads 8 | 2 | 0.3 | 1 | 16 | -11 | 1 | 6 | 3

Other records:
SMILES	CHRM5 antagonist	CHRM4 agonist	CRFR2-BP ag	CHRM5 agonist	CHRM1 PAM	CRFR2-BP antag	M4 antag	M4 PAM	CHRM5 PAM
CCOC(=O)C1=C(CCc2ccccc2)NC(=O)NC1c1ccc2ccccc2c1 (stereo not given)	17	-1	1.3	-3	10	-14	-4	3	-5
Cc1cccc(C)c1NC(=O)CCCSc1nnc(-c2ccco2)o1	-2	1	0.1	-3	11	-16	8	6	-6
CC(OC(=O)C1CCCCC1)c1nc2ccccc2[nH]1 (stereo not given)	-8	1	-4.0	-2	8	20	-7	-3	-3
O=C(O/N=C(\c1ccccc1)c1ccccn1)c1cccc2ccccc12	0	0	-0.8	0	5	-9	6	2	2
CNC(=S)N/N=C/c1cn(Cc2c(F)cccc2Cl)c2ccccc12	14	3	1.1	-5	-5	18	7	-3	-12
C=CCSc1nsc(N)n1	-3	0	7.7	2	0	29	4	-2	4
Cc1ccc(NC(=O)c2cccc(S(=O)(=O)N3CCN(c4ccc(F)cc4)CC3)c2)nc1	11	8	2.8	-1	-1	-7	-5	-3	-13
CC1C(=NO)C(C)C(c2ccc(N(C)C)cc2)NC1c1ccc(N(C)C)cc1 (stereo not given)	1	2	1.1	2	1	-13	-6	4	0
CC1CC1C(=O)OCC(=O)Nc1ccc(Cl)cn1 (stereo not given)	-8	1	0.9	6	1	-7	-6	-1	12
CCc1nc2cccnc2n1-c1ccc(CC(=O)O)cc1	3	2	0.9	-1	2	-8	-10	-1	-3
Cc1cc2ccccn2c1C(=O)c1ccc(S(=O)(=O)N(C)C)cc1	4	16	2.5	2	-7	-29	-3	-3	-12
O=C(CNC(=O)c1ccccc1Cl)N/N=C/c1ccc2c(c1)OCO2	8	1	-0.7	-4	2	7	-3	2	-3
Cc1occc1C(=O)NCCc1ccc(Cl)cc1	2	0	-2.2	-2	-6	-7	-3	0	-2
CCNc1nc(NCc2ccccc2)nc(SCC(N)=O)n1	3	1	0.2	7	14	2	-7	7	7
O=C(Nc1ccncc1)c1cccc(S(=O)(=O)N2CCN(c3ccc(F)cc3)CC2)c1	10	15	0.4	7	2	7	-17	9	-18
Cc1ccc(CNC(=O)c2cnc(-c3ccccn3)nc2C(F)(F)F)cc1	0	1	-1.8	0	-4	1	4	14	4
CC1(C(=O)NS(=O)(=O)Cc2ccccc2C(F)(F)F)CCN1C(=O)c1cccc(F)c1 (stereo not given)	2	0	x	1	10	x	-5	6	-6
O=C(CNC(=O)c1ccc(Cl)cc1)NCC(F)(F)F	2	0	-1.1	-2	-2	-41	2	6	1
O=S(=O)(c1ccc(Cl)s1)N1CCN(CCc2ccccc2)CC1	16	2	-0.3	-5	-2	-15	10	-4	-6
COc1cc(OC)c(/C=N/n2c(C3CCCCC3)n[nH]c2=S)c(OC)c1	5	2	-2.8	-1	5	18	-3	-7	-4
Cc1cc(C(F)(F)F)nn1CC(=O)Nc1cccnc1	0	1	6.9	0	6	6	-7	10	0
